ELG1 genotoxic: genotoxicity induction in ELG1-luciferase HEK293T cells. HEK293T ELG1-luciferase reporter, luminescence, 16 h. Potency, µM (series often up to 46 µM), without a hit: at the highest dose activity change, positive = activation, most hits filed as activators. 330,000 compounds, 1.3% hits. AID 504466; also: potency is read from the fitted curve at half-maximal effect; % of control where 0% means no effect; nearly all actives have a fitted effect of over 60% in size
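Step 1: seed 2,000 HEK293T ELG1-luciferase cells per well. Step 2: add compound or DMSO, incubate 16 hr at 37 °C. Step 3: ONE-Glo, 30 min at room temperature, read luminescence.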
Gal4-VP16 FLuc: Gal4-VP16 reporter inhibition counter-screen; Drosophila S2 Gal4-VP16 UAS-luciferase, luminescence, 20 h; Potency, µM (series often up to 53.6 µM), inactives show top-dose activity, negative = inhibition, usual class: inhibitors; 310,000 compounds, 3.5% hits; AID 2546;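 also: Gal4-VP16 expression switched on by copper sulfate through the metallothionein promoter; potency is read from the fitted curve at half-maximal effect; % is scaled to controls: 0 for no effect and ±100 for the full control effect; nearly all actives have a fitted effect of over 50% in size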
Rab9 prom act: activates the Rab9 promoter; Huh7 Rab9 promoter-luciferase reporter, luminescence, 24 h; Potency, µM (top dose mostly 9.22 µM), inactives show at the highest dose activation, negative = inhibition, actives largely listed as activators; 320,000 compounds, 2.8% hits; also: potency is read from the fitted curve at half-maximal effect; % of control where 0% means no effect; nearly all actives have a fitted effect of over 60% in size
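Luminescence from Amplite-detected luciferase (10 minutes, ambient) reports Rab9 promoter activation. Before that, stable Rab9-luciferase Huh7 cells (1500/well, reduced-serum OP-MEM I plus 10% FBS) were exposed to compound for 24 hours at 37C.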
uPA surface inh: cell surface uPA generation inhibition | cell surface uPA generation assay, qHTS | Potency, µM (highest dose often 38.3 µM), inactives show top-dose activity change, negative = inhibition, most hits filed as inhibitors | 330,000 compounds, 0.31% hits | AID 540303; active = well fitted inhibition curve with a large enough effect; inconclusive = small, poorly fitted or top-dose-only effect; inactive = no such curve, though single readings can be large or run the other way; tested in mouse RAW 264.7 cells; also: potency is read from the fitted curve at half-maximal effect; % is scaled to controls: 0 for no effect and ±100 for the full control effect; nearly all actives have a fitted effect of over 55% in size
RORg inh: blocks mouse ROR gamma transcriptional activity | P51450 | Drosophila S2 Gal4-RORgamma UAS-luciferase reporter, 20 h | Potency, µM (series often up to 53.6 µM), for the others: top-dose activity change, negative = inhibition, actives largely listed as inhibitors | 310,000 compounds, 5.4% hits | AID 2551; also: potency is read from the fitted curve at half-maximal effect; % is scaled to controls: 0 for no effect and ±100 for the full control effect; nearly all actives have a fitted effect of over 60% in size
Target sequence (P51450 whole entry, looked up, the tested form may be a part): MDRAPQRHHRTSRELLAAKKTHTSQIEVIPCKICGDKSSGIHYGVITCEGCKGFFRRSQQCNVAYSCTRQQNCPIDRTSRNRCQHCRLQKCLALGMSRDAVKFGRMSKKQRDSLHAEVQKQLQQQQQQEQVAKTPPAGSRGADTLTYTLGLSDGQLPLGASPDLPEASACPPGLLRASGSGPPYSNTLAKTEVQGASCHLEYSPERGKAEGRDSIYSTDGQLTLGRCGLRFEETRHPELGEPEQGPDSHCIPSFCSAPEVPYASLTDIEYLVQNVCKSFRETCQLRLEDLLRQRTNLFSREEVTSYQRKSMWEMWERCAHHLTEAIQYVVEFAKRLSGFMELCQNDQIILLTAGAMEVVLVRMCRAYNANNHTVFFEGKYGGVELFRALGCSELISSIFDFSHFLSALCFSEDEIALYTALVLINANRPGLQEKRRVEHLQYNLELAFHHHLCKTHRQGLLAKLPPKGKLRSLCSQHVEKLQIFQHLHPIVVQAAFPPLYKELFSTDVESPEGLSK
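In this cell-based reporter format, copper sulfate (700 uM final) drives Gal4–ROR gamma fusion expression from a metallothionein promoter in Drosophila Schneider cells; compounds preincubated 1 hr, reporter read after 20 hr at ambient temperature.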
KCNH2 3.1 block: blocks the human KCNH2 3.1 channel isoform. AID 720553. 340,000 compounds, 0.95% hits. activity change, % (tested at about 1.8 µM). U2OS KCNH2 3.1, thallium flux FluxOr; active compounds read low;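 active = maximum activity change below -70%; inconclusive = maximum activity change from -70% to -50%; inactive = maximum activity change above -50%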;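 also: thallium influx rate constant from kinetic fluorescence after stimulation buffer; % is scaled to controls: 0 for no effect and ±100 for the full control effect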
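Steps: virus added to U2OS suspension (4 h, RT, dark); medium with 10% FBS added, cells plated, 37 C overnight; FluxOr/Red40 loading buffer 45 min RT; stimulation buffer, 2 min kinetic read; rate constant normalized.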
NPC1 prom act: activates the NPC1 promoter; Potency, µM (titrated, usually from 9.22 µM), inactives show at the top dose activation, most hits filed as activators; Huh7 NPC1 promoter luciferase reporter, 24 h; 320,000 compounds, 2.4% hits; AID 485313;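 also: potency is read from the fitted curve at half-maximal effect; % of control where 0% means no effect; nearly all actives have a fitted effect of over 60% in size; reporter is driven by a mutant NPC1 promoter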
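Luminescence read-out of NPC1 promoter-driven luciferase in stably transfected Huh7 cells; compounds delivered in DMSO and left 24 h at 37C, 5% CO2, qHTS titration format.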
FBPA coupling cs: inhibits coupling enzyme system, counter-screen for aldolase hits; coupling enzyme system counterscreen, AmpLite Red fluorescence; activity change, negative = inhibition, % at 58.2 µM, hits read low; 290,000 compounds, 0.67% hits; in the data active = activity change below about -30%; also: % is scaled to controls: 0 for no effect and ±100 for the full control effect
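First, compound is pin-transferred into glyceraldehyde-3-phosphate coupling-enzyme reagent at 57.5 uM final and held 10 min at RT. Next, substrate, coupling system and AmpLite Red are added. After 20 min RT, fluorescence (525/598 nm) is read.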
Giardia killer: Giardia lamblia killing | Giardia lamblia trophozoite viability | activity change, % at 7.66 µM, hits read low | 340,000 compounds, 0.15% hits | AID 540267; in the data active = activity change below about -80%; inconclusive = between about -30% and that limit;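 also: parasites exposed to compound for two days anaerobically before the ATP read; % is scaled to controls: 0 for no effect and ±100 for the full control effect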
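Giardia lamblia trophozoites (100 cells/well) were incubated with compounds for 48 h at 37 deg C under anaerobic conditions. Viability was read as ATP content by one-step luminescence after 15-30 min at room temperature.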
FLuc modulator: firefly luciferase modulation, counter-screen for miR-21 project. P08659. purified FLuc, Km substrates, luminescence inhibition. Potency, µM (doses to about 57.5 µM), without a hit: at the top dose activity change, negative = inhibition, actives largely listed as inhibitors. 360,000 compounds, 6.9% hits;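 also: potency is read from the fitted curve at half-maximal effect; plate controls were vehicle for no effect and reference inhibitor for full effect; nearly all actives have a fitted effect of over 55% in size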
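Biochemical qHTS of compounds, final roughly 60 µM downward over six points, against 10 nM purified firefly luciferase using Km concentrations of substrates (10 uM D-luciferin, 10 uM ATP) in Tris acetate pH 7.5 buffer; luminescence output.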
Tb PFK inh: T. brucei PFK enzyme inhibition | O15648 | T. brucei PFK, ADP-Glo luminescence | Potency, µM (doses to about 57.5 µM), inactives show at the highest dose activity, negative = inhibition, actives largely listed as inhibitors | 330,000 compounds, 0.17% hits;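 also: potency is read from the fitted curve at half-maximal effect; 0% = uninhibited 1x PFK enzyme wells and -100% = no-enzyme wells; nearly all actives have a fitted effect of over 60% in size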
Target sequence (O15648 whole entry, looked up): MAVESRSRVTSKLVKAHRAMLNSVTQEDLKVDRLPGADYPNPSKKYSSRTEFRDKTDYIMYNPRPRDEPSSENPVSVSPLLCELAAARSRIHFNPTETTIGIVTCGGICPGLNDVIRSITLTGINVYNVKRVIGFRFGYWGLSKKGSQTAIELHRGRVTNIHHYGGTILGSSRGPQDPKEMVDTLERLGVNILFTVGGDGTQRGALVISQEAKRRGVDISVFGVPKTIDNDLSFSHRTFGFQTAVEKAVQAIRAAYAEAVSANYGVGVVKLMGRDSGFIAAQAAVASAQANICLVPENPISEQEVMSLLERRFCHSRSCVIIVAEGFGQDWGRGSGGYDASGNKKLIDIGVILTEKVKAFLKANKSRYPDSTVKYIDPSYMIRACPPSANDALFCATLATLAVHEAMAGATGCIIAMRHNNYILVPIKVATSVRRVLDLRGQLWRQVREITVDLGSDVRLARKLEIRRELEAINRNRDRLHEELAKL
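1.25 nM PFK with 0.5 mM F6P and 0.1 mM ATP in 0.1 M TEA pH 8.0, 5 mM MgCl2, incubated 45 min at room temperature; ADP measured by ADP-Glo luminescence; compounds titrated up to 57 uM.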
* = called active by the depositor; ? = inconclusive; . = no result given; [ ] = dose if it differs, or a comment. Unless noted, calls follow the shape of the dose curve; as a rule, active = well fitted curve in the direction sought with a large enough effect; inconclusive = small, poorly fitted or top-dose-only effect, or another doubt; inactive = no such curve, though single readings can be large; an effect the other way counts as inactive or inconclusive. Not a hit list. About 14% of those tested had a hit in this group.

SMILES	ELG1 genotoxic	Gal4-VP16 FLuc	Rab9 prom act	uPA surface inh	RORg inh	KCNH2 3.1 block	NPC1 prom act	FBPA coupling cs	Giardia killer	FLuc modulator	Tb PFK inh
Cc1ccc(S(=O)(=O)N2CCC(C(=O)NCC3CCCCC3)CC2)cc1	-2.4%	15.5%	-1.8%	0.6%	41.2%	6.9	1.1%	-1.8	8.0	-2.1%	-6.5%
CC1CCCCN1S(=O)(=O)c1csc(C(N)=O)c1 (stereo not given)	1.2%	4.0%	-2.2%	5.7%	-0.8%	-14.2	8.4%	.	10.2	1.1%	0.7%
Cc1c(OCC(=O)NCC(O)c2ccccc2)ccc2c3c(c(=O)oc12)CCC3 (stereo not given)	3.0%	-4.9%	-2.4%	4.6%	-9.8%	7.9	0.6%	.	-23.4	-0.7%	4.0%
FC(F)(F)c1nnc2ccc(-n3ccnc3)nn12	1.1%	4.5%	1.8%	6.4%	-42.0%	-0.3	0.6%	-0.6	22.2	0.3%	-2.3%
CCCN(CCC)Cc1c(C(=O)N/N=C/CCc2ccccc2)nnn1-c1nonc1N	0.1%	-4.7%	-0.6%	1.3%	-19.7%	5.0	-7.4%	0.0	21.5	5.4%	16.8%
CCOc1ccc(NC(=S)NNC(=O)c2ccc(Br)cc2)cc1	-5.0%	-3.8%	-2.3%	2.3%	-26.6%	-10.9	-6.4%	4.3	-3.8	?	-8.1%
CC(C)C1=CC2=CCC3C(C)(C(=O)O)CCCC3(C)C2CC1 (stereo not given) (tested in a mixture with another compound)	-9.4%	-5.4%	0.3%	.	29.5%	.	-5.1%	1.1	.	-1.3%	?
Cc1ccc(C(=O)Nc2nc(C)c(C)s2)o1	?	?	3.16µM*	-6.3%	-32.9%	-0.8	?	-4.3	4.5	6.75µM*	-1.6%
CCOC(=O)C1CCN(C/C=C/c2ccccc2OC)CC1	1.0%	10.7%	-1.7%	.	-44.0%	18.1	-0.5%	2.5	6.9	-1.1%	-9.9%
O=C(NN1C(=O)C2C3c4ccccc4C(c4ccccc43)C2C1=O)c1ccccc1 (stereo not given)	1.8%	-11.9%	-4.7%	-0.4%	8.1%	17.3	-1.2%	-0.2	5.5	8.2%	4.4%
CCOC(=O)CC(NS(=O)(=O)c1ccc(OC)c(OC)c1)c1cccc([N+](=O)[O-])c1 (stereo not given)	2.2%	4.6%	0.9%	-1.5%	21.2%	-6.2	2.0%	4.6	13.2	-0.4%	4.2%
CCN1CCCc2cc(CN(CCN3CCOCC3)C(=S)Nc3ccc(OC)c(OC)c3)ccc21	10.4%	-1.2%[10 µM]	-9.7%	1.7%	-1.2%	4.6	-2.4%	-6.4	?	-2.3%	0.0%
CN(C(=O)c1nn(C)c2c1CSc1ccccc1-2)c1ccc(F)cc1	2.3%	-9.4%	0.6%	-7.2%	3.6%	-1.1	-0.5%	-8.0	3.9	-5.4%	13.0%
CCc1ccc(NC(=O)NCc2ccccn2)cc1	?	7.5%	?	8.8%	-29.6%	-7.2	12.1%	-2.1	-4.9	-18.8%	-2.4%
CCCCNC(=O)c1onc(CSc2cccc3ccccc23)c1C(=O)O	-2.7%	-5.9%	-4.7%	15.4%	8.2%	8.6	6.5%	13.6	-0.6	?	0.8%
Cc1cc(C(=O)Nc2cnc3ccccc3c2)ccc1[N+](=O)[O-]	?	5.7%	2.24µM*	-0.4%	20.0%	-23.7	1.41µM*	-3.1	-8.8	?	3.8%
O=C(CCn1c(=O)sc2ccccc21)NCc1cccs1	-2.3%	-8.3%	2.0%	-2.6%	-40.5%	-10.1	-2.7%	4.9	-13.7	2.0%	5.1%
CC(C)OC(=O)C(C#N)c1nc2ccccc2nc1N1CCN(Cc2ccccc2)CC1 (stereo not given)	-6.3%	0.8%	0.1%	1.6%	-7.6%	-3.8	-6.9%	-5.6	6.8	6.2%	0.3%
O=C(Nc1ccccc1-c1nc2ccccc2[nH]1)c1ccc(S(=O)(=O)N2CCCCC2)cc1	-8.4%	-3.9%	-2.1%	.	-13.6%	1.3	-7.5%	-1.8	-2.1	-2.2%	5.1%
COc1cc(/C=N/NC(=O)C(=O)NCC2CCCO2)ccc1OCC(=O)N1CCOCC1 (stereo not given)	19.0%	1.3%	-2.6%	0.4%	-17.3%	-8.3	-4.3%	2.1	-5.6	-1.8%	2.1%
Cc1ccc(C(=O)c2cc(C)sc2N)cc1	3.0%	1.5%	3.3%	-6.4%	-0.8%	9.5	-1.7%	2.2	-0.3	-12.8%	0.1%
CCCC(CCC)C(=O)NCCN1CCOCC1	-1.7%	3.5%	-1.3%	7.1%	-9.5%	-9.7	-0.4%	3.6	0.0	2.0%	2.9%
CCCCc1ccc(NC2=NCC(=O)N2CCc2ccccc2)cc1	-3.7%	4.4%	-11.4%	.	19.3%	7.2	-3.5%	-4.4	-0.3	-1.0%	-14.3%
CSc1nc2c(C)c(C)c(C)c(C)c2[nH]1	-5.0%	6.5%	-15.4%	2.0%	4.5%	-14.0	-8.2%	0.0	-11.8	-7.0%	-7.9%
Cc1nnc(SCC(=O)NNC(=O)c2ccco2)n1-c1cccc(Cl)c1	0.3%	0.2%	13.0%	16.4%	2.6%	11.5	-5.3%	-1.4	-14.3	0.7%	1.5%
COCCN1CC(=O)N2C(c3cccc(OC)c3)c3[nH]c4ccccc4c3C[C@H]2C1=O (stereo not given in full)	-4.9%	-8.9%	-1.0%	-5.5%	4.2%	3.6	-1.3%	-2.3	-0.9	-2.2%	-9.0%
COC(=O)c1sccc1NC(=O)Nc1ccc(C(C)=O)cc1	18.3µM*	-18.8%	9.6%	8.0%	?	-79.4*	-0.2%	.	32.7[activator]	2.13µM*	-0.8%
Cc1ccc(C)c(N2CCN(C(=O)COc3cc(=O)n(C)c4ccccc34)CC2)c1	-9.4%	-4.8%	-2.2%	-6.2%	36.7%	-9.6	-6.1%	-0.2	10.0	5.5%	0.5%
CCCCc1ccc(NC(=O)COc2ccc(C(=O)Nc3ccccc3C)cc2)cc1	18.2%	11.2µM*	-12.6%	.	?	.	-4.8%	1.0	.	0.0%	1.9%
CCN(CC)C(=O)C(=O)Nc1ccc(F)c(Cl)c1	?	29.0%[10 µM]	?	1.4%	?	-11.1	?	0.3	-13.1	?	1.2%
COc1ccccc1C(=O)n1nc(-c2cccnc2)nc1N	2.8%	-12.4%	1.5%	8.5%	-26.6%	1.8	0.3%	-0.4	4.1	1.1%	5.5%
CCC(C)(C(=O)NC1CCCC1)N(C)C(=O)c1ccccn1 (stereo not given)	5.1%	-0.3%[10 µM]	-3.7%	9.3%	-8.6%	10.6	-0.1%	-1.7	4.4	-0.8%	0.8%
COc1ccccc1C(=O)COC(=O)c1cccc(-n2cnnn2)c1	4.3%	.	12.9%	0.2%	.	4.6	1.0%	.	-6.0	-3.1%	3.7%
Clc1ccc2c(c1)[C@H]1OCC[C@H]1[C@@H](c1ccco1)N2	?	-2.6%	?	?	7.9%	-1.1	?	-5.6	-13.0	4.78µM*	0.0%
Cc1ccc2c(c1)Oc1ccc(NC(=O)CCl)cc1C(=O)N2	6.4%	17.8µM*	-38.8%[inhibitor]	-14.8%	10µM*	-7.5	-19.2%	2.9	-10.9	-3.9%	-4.9%
O=C(COC(=O)CNC(=O)c1ccco1)Nc1ncc(Cl)cc1Cl	-2.9%	.	-1.1%	?	.	4.3	0.1%	.	14.8	-2.7%	9.2%
O=C(CSc1ccc2nnc(-c3ccccn3)n2n1)Nc1cccc(F)c1	-0.3%	0.7%	9.2%	8.1%	2.3%	-9.6	-3.2%	.	0.0	4.2%	-4.5%
O=C(O)/C=C/c1nc(-c2ccccc2)n2ccccc12	21.7%	-10.2%	-4.6%	-4.8%	?	5.6	1.6%	1.4	-4.6	-2.9%	-22.3%
COc1ccc(Nc2ncnc3sc(C)cc23)c(OC)c1	6.6%	6.6%	20.2%	-2.0%	17.5%	-2.3	22.1%	0.8	11.5	?	3.2%
O=C(C1CCN(c2ncnc3c2sc2cccc(F)c23)CC1)N1CCCC1	-24.5%	3.6%	1.3%	.	16.9%	.	-2.4%	-43.7*	.	?	11.0%
Cc1coc(C)c1C(=O)Nc1ccc2ccccc2c1	?	.	2.82µM*	-11.5%	.	2.1	3.55µM*	-0.1	?	10.7µM*	0.9%
Cc1ccc(S(=O)(=O)N2CCC(C(=O)OCC(=O)NC3(C#N)CCCCC3)CC2)cc1C	2.6%	.	-4.3%	-11.3%	.	-21.7	-3.0%	.	-6.7	2.0%	0.0%
Cc1nn(S(=O)(=O)c2ccccc2)c(C)c1Sc1ccc([N+](=O)[O-])cc1	?	?	-13.1%	-2.0%	22.6%	-8.4	-0.8%	3.3	-1.7	2.9%	-4.3%

Screens deposited in PubChem by National Center for Advancing Translational Sciences (NCATS).
